Gli-Sufu block – antagonists of Gli-Sufu signaling | Sufu-KO-LIGHT fibroblasts, Gli luciferase reporter luminescence | inhibition, % at 5 µM | 0.74% of 340,000 active | AID 588413;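 active means inhibition above about 55%, limit read from the data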;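 further: 0% = DMSO-treated cells and 100% = wells with medium but no cells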
CCR6 antagonist – antagonists of human CCR6 receptor; 0.49% of 340,000 active; CHO-K1 CCR6 PathHunter beta-arrestin, luminescence, CCL20-stimulated; inhibition, % at 20 µM; P51684;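 active means compounds whose inhibition of the agonist-driven luminescence signal at 20 µM reaches about 50%, limit read from the data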;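 further: cells stimulated with CCL20 at 14 nM final; plate controls were DMSO with CCL20 for no effect and DMSO without agonist for full effect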
Jurkat NFkB inh – lowers PMA/ionomycin-induced NF-kB signal in Jurkat cells. 0.53% of 330,000 active. PMA/ionomycin-induced NF-kB luciferase reporter, luminescence. AID 435003. inhibition, % at 4 µM
UBC13 polyUb – blocks human UBC13 polyubiquitin chain formation | TR-FRET | inhibition, % at 20 µM | 0.47% of 330,000 active; in the data active means inhibition above about 45%, passing the limit was not always enough
Target sequence (P61088 whole entry, looked up): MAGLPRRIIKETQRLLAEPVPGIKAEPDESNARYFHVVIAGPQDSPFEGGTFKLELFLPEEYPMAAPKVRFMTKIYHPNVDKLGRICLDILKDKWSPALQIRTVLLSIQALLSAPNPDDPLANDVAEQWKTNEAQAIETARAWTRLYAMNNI
SENP8 inh – SENP8 protease inhibition; Q96LD8; purified SENP8, Z-RLRGG-aminoluciferin cleavage, luminescence; inhibition, % at 10 µM; 1.2% of 330,000 active
Target sequence (Q96LD8 whole entry, looked up): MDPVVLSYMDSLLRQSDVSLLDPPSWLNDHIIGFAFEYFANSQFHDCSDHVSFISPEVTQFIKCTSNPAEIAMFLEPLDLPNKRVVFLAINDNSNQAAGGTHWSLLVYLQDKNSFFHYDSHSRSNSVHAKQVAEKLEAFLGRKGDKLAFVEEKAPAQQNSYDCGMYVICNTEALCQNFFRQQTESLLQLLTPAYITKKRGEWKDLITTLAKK
697 NFkB inh – inhibitors of the PMA/ionomycin-induced NF-kB reporter in 697 B cells | 697 B-cell NF-kB luciferase reporter, 16 h | inhibition, % at 4 µM | 0.33% of 330,000 active | AID 435022; in the data active means inhibition above about 35%
Apaf1 inhib – human Apaf-1 inhibition; 0.71% of 330,000 active; inhibition, % at 20 µM; O14727; reconstituted apoptosome caspase-3 activity, DEVD-Rh110 fluorescence; AID 489030; active means inhibition of at least 40% at 20 µM;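 further: plate controls were DMSO wells for no effect and DEVD-CHO caspase inhibitor wells for full effect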
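Assay system – apoptosome proteins · Medium – Hepes buffer, pH 7.5 · Also added – cytochrome c with DEVD-Rh110 · Timing – 30 min compound preincubation, 50 min activation, room temperature · Detection – Rh110 fluorescence, excitation 480 nm, emission 540 nm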
EBI2 block – blocks human EBI2 receptor beta-arrestin signaling; EBI2 beta-arrestin recruitment, luminescence, 7a,25-OHC stimulated; 0.81% of 360,000 active; AID 651636; P32249; inhibition, % at 5 µM; in the data active means inhibition above about 38%;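 further: enzyme fragment complementation signal reports receptor beta-arrestin coupling in cells; 0% = agonist plus DMSO wells and 100% = wells without agonist; some results beyond the cut were filed as inactive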
Target sequence (P32249 whole entry, looked up, the tested form may be a part): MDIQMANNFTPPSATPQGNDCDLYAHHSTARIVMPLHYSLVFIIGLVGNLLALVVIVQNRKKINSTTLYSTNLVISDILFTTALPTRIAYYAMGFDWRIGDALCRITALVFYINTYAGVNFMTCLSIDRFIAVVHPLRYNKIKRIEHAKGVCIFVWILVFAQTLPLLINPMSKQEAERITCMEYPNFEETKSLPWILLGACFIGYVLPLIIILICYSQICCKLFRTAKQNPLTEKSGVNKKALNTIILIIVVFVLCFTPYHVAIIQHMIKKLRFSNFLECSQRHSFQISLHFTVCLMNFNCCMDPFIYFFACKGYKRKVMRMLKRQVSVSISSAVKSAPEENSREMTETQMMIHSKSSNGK
* = called active by the depositor; x = no result given; & = joins results of further samples. Unless noted, no stated cut-off is given here; in the data, active means inhibition above about 50%; inactive means the rest. The list is partial. The share of hits here may be higher or lower than overall.

Results follow in this order: Gli-Sufu block, CCR6 antagonist, UBC13 polyUb, SENP8 inh, Apaf1 inhib, 697 NFkB inh, EBI2 block, Jurkat NFkB inh
1	Cc1ccc(CNC(=O)C2CC(c3cc(C(F)(F)F)cc(C(F)(F)F)c3)=NO2)o1 (stereo not drawn)
    -5, -1, -2, -6, 14, -8, -6, 36
2	Cc1c(N=C2NN=C(c3c[nH]c4ccccc34)CS2)c(=O)n(-c2ccccc2)n1C
    3, 6, -11, -7, 12, 7, 0, -6
3	CC(Oc1ccc(Cl)cc1Cl)C(=O)Nc1cccnc1 (stereo not drawn)
    6, 1, 3, -2, 3, 6, -2, 1
4	CCN(CC)S(=O)(=O)c1cc(NC(=O)CSc2nc3c(cc2C#N)C(=O)CC(C)(C)C3)ccc1C
    38, 19, -7, -10, 11, 8, 20, 33
5	N#Cc1c(Nc2ccccc2)sc(C(=O)c2ccccc2)c1N
    -2, 19, 0, -3, 19, -23, 5, -21
6	CCSc1nc2n(n1)C(c1cccc(F)c1)C1=C(CCCC1=O)N2 (stereo not drawn)
    6, 17, 7, -3, 10, 15, 6, -5
7	CN1C(=O)C2(Oc3ccccc3C3CC(c4ccccc4)=NN32)c2ccccc21 (stereo not drawn)
    -2, 7, -17, -6, 25, -61, -18, -75
8	CCOCCc1nnc(NC(=O)Cc2c(F)cccc2Cl)s1
    -8, 4, 14, -1, -14, 4, -8, -2
9	CC(C(=O)N(C)C)N1c2cccc3cccc(c23)S1(=O)=O (stereo not drawn)
    1, 0, 1, -3, -4, 3, -3, 0
10	CCCCn1c(N)c(N(CCC(C)C)C(=O)c2ccc(-c3ccc([N+](=O)[O-])cc3)o2)c(=O)[nH]c1=O
    3, 0, -37, 7, 5, -3, 2, -16
11	COc1cc(-c2nnc(-c3cccs3)o2)cc(OC)c1OC
    0, -11, 4, -6, 6, 28, -26, -19
12	Cn1cc(CNCc2ccc(-n3cccn3)cc2)c(-c2ccccc2F)n1
    48, 12, 11, -4, -2, -17, 2, 30
13	Cc1cc[n+](C(C)C(=O)c2ccc(Cl)cc2)cc1 (stereo not drawn)
    19, 4, 3, -2, -12, -5, -20, 6
14	C/C(Cl)=C\Cn1c(O)c(N=NC(N)=S)c2ccccc21
    31, 39, 84*, -15, 15, 11, -4, 9
15	CCCCCCc1nc(C(N)=O)c2[nH]c(=O)n(-c3ccccc3F)c2n1
    -11, -3, 14, -10, 10, 4, 11, 2
16	CN1C(C(=O)Nc2ccccn2)=C(O)c2ccccc2S1(=O)=O
    -1, 2, -22&5, 5&-3, -2&-3, 11&20, 4, -12&-6
17	N#Cc1ccccc1NC(=O)C(=O)NCC1CCCN1S(=O)(=O)c1cccs1 (stereo not drawn)
    0, 16, -9, -1, 9, -7, -10, -2
18	CCOC(=O)N1CCC(N2Cc3cccc(C(=O)Nc4ccc(S(=O)(=O)N(CC)CC)cc4)c3C2=O)CC1
    30, 9, 6, 4, 12, 5, -14, -2
19	Nc1cccc(O)c1
    -13, -1, 4, 6, -5, 17, 2, -9
20	O=C1CCN(CCCc2ccccc2)CCN1CCO
    15, -9, -2, 0, 2, 6, -1, -1
21	CC(C)CNC(=O)c1cc([N+](=O)[O-])ccc1N1CCCCC1
    -2, 41, -14, 6, 14, 1, 21, 10
22	COc1cc(N/C=C(\C(C)=O)c2ccccc2)cc(OC)c1
    x, x, 4, 5, 0, 6, 10, 12
23	CSC1=N/C(=C\c2cccc(F)c2)C(=O)S1
    7, 19, -1, -5, 2, -7, -5, -20
24	Cc1cc(OC(=O)C(C)(C)C)c([N+](=O)[O-])c(=O)[nH]1
    6, -1, 7, 8, -17, 17, -12, 2
25	O=C(Cn1nnc(-c2ccc(N3CCOCC3)cc2)n1)OC1CCCCC1
    -13, -7, 16, -4, 12, 28, 2, 3
26	CCOc1ccccc1Nc1nc2ccccc2n2cnnc12
    6, -4, 5, -4, 13, -10, -3, 1
27	Cc1ccc2[nH]c3c(=O)n(Cc4ccccn4)cnc3c2c1
    2, -6, 5, 2, 10, 3, 0, -3
28	CC(=O)N1c2ccccc2N(Cc2ccc([N+](=O)[O-])cc2)C(=O)C1(C)C
    4, 11, 8, 2, -15, 2, -16, 0
29	O=[N+]([O-])c1ccccc1CN1CCN(Cc2c[nH]c3ccccc23)CC1
    19, 8, 10, 1, 1, 5, x, 19
30	Cn1ccnc1SCC(=O)Nc1nc2c(F)c(F)c(F)cc2s1
    -11, 19, 3, -15, -2, -46, 1, 3

The listing continues:
Results follow in this order: Gli-Sufu block, CCR6 antagonist, UBC13 polyUb, SENP8 inh, Apaf1 inhib, 697 NFkB inh, EBI2 block, Jurkat NFkB inh
31	CN(C(=O)CN1CCC(NC(=O)C2CCCCC2)CC1)C1CCCCC1
    -2, 1, 8, -2, -3, 4, -1, -1
32	NS(=O)(=O)c1ccc(NNC(=O)c2ccc(F)cc2F)cc1
    5, 11, 3, -1, -7, 23, 1, -5
33	COC(=O)c1ccc(SCC(=O)NC2CCCCC2)c([N+](=O)[O-])c1
    -12, 10, -3, 0, -4, 16, 1, -4
34	Cc1ccc(NS(=O)(=O)c2ccc3c(c2)oc(=O)n3C)cc1C
    10, 7, 0, 5, 9, 1, -15, -6
35	CCC(=O)c1ccc(OCC(=O)Nc2cc(S(=O)(=O)N3CCCCC3)ccc2OC)cc1
    13, 19, -1, -1, 10, -21, 8, 0
36	Cc1ccccc1Nc1nc(N)nc(CSc2nnnn2-c2ccccc2)n1
    -3, 11, 7, -2, 0, 12, -3, 14
37	O=C(CSc1nnc(CNc2cccc(C(F)(F)F)c2)n1Cc1ccco1)NCc1ccco1
    2, 3, 4, -4, 11, 16, 9, 0
38	COc1ccc(C(=O)c2cn(-c3cccc(Br)c3)nc2C(C)=O)cc1
    3, -4, 0, 1, -8, 27, -2, 8
39	COc1cc(NC(=S)N2CCN(C)CC2)cc(OC)c1
    2, 14, -11, -12, 2, -37, 7, -25
40	Oc1ccccc1CNc1ncc(Br)cc1Br
    -9, -9, 5, -7, 16, -24, 4, -23
41	COc1cc2nc(Nc3ccc(F)cc3)nc(N)c2cc1OC
    6, -5, 19, 51*, 17, -29, -9, -17
42	O=C(CSc1nnc(COc2cccc3cccnc23)o1)N1CCc2ccccc21
    2, -13, 1, -2, -18, 27, -17, 44
43	CC1CCN(c2c(NCc3ccc(C(=O)NCC4COc5ccccc5O4)cc3)c(=O)c2=O)CC1 (stereo not drawn)
    -5, 3, -16, -10, 8, 11, -2, -10
44	CCN(CC)CCCNC(=O)c1cn(CCOC)c(=O)c2c1c1ccccc1n2C
    38, 5, 19, -1, -11, 7, 4, -5
45	Cn1nc(C(F)(F)F)cc1-c1ccc(/C=C(\C#N)C(=O)c2ccccc2)s1
    -33, -3, -24, -7, 5, -56, 1, -9
46	CCc1cc2c(=O)c(-c3nc4ccccc4n3C)c(C)oc2c(CN2CCOCC2)c1O
    -3, 7, 8, 5, -3, 8, -1, -10
47	CC(=O)Nc1ccc(NC(=O)C2CCCN2C(=O)NC2CCCCC2)cc1 (stereo not drawn)
    -8, 4, 7, 0, 0, -16, 13, -5
48	CC1(O)N(CCC(=O)Nc2cccc(F)c2)C(=O)OC12CCCCC2 (stereo not drawn)
    14, -12, 23, 0, -26, -3, 9, -2
49	CC1CCN(CC(=O)Nc2ccc(Br)cc2[N+](=O)[O-])CC1
    0, 6, -1, -1, 15, -2, 7, -15
50	Cc1ccc(/C=N/Nc2cccc3cccnc23)c(O)c1
    -67, 18, 1, 70*, 1, -123, 21, -152
51	CC(C(=O)NCc1ccco1)n1ccc2cc(S(=O)(=O)N3CCCC3)ccc21 (stereo not drawn)
    -6, 11, 1, 9, -10, -13, -6, 6
52	COc1ccc(N(C)C(=O)c2cc3c(s2)-c2ccc(Cl)cc2S(=O)(=O)C3)c(OC)c1
    1, 11, -5, -14, 15, -18, -28, 9
53	CC(/C=N/NC(=O)c1ccncc1)=C\c1ccccc1
    -19, 16, -7, -8, -19, -25, -5, -5
54	Cn1c(SCC(=O)Nc2cccc(S(=O)(=O)N3CCOCC3)c2)nnc1-c1ccncc1
    -5, 1, 3, -4, -11, 13, 2, 18
55	Cc1ccc(NC(=O)c2ncn(CC(=O)N[C@H](C)c3cccc4ccccc34)n2)cc1C
    -23, 9, x, x, 26, 10, 16, x
56	COc1ccccc1C(=O)COC(=O)CCNS(=O)(=O)c1ccc(C)c(C)c1
    -8, 11, 3, -4, 12, 15, 4, 11
57	O=C(Nc1ccc2c(c1)OCO2)c1ccc(CN2CCOCC2)cc1
    -50, 4, -2, 4, 7, -15, 5, -30
58	O=C(c1ccc(Cl)cc1)C1CCCN(Cc2cccn2-c2ccccn2)C1 (stereo not drawn)
    6, 7, 14, 2, 3, -7, 23, 9
59	NC(=O)c1ccccc1OC1CCC1
    2, 12, 8, -9, -6, 24, 0, 3
60	COc1cccc(C(=O)N(Cc2ccco2)Cc2cc3cccc(C)c3[nH]c2=O)c1
    13, -7, 10, 3, 20, 10, 3, 8

Next section
Results follow in this order: Gli-Sufu block, CCR6 antagonist, UBC13 polyUb, SENP8 inh, Apaf1 inhib, 697 NFkB inh, EBI2 block, Jurkat NFkB inh
61	COc1ccc(S(=O)(=O)N2CCC(C(=O)N[C@H](C(=O)N3CCCC3)C(C)C)CC2)cc1
    -17, -9, 4, -3, 2, -1, 0, 15
62	Cc1cccc(N2CCN(S(=O)(=O)c3ccc4c(c3)CCCN4C(=O)C3CCC3)CC2)c1C
    4, 25, 2, 1, 8, -12, 11, -2
63	CCn1c(N2CCN(C(=S)NC)CC2)nc2ccccc21
    8, 10, 9, 0, -14, 26, 6, -1
64	O=C(NCCN1CCOCC1)c1cc(S(=O)(=O)Nc2ccccc2F)c(Cl)cc1Cl
    4, 6, 2, -5, -24, 10, -7, -5
65	Cc1ccc(S(=O)(=O)Nc2ccc(SC(F)F)cc2)c(C)c1
    19, 6, 0, -7, 14, -30, -7, -8
66	CCOC(=O)C1=C(C)NC(C)=C(C(=O)OCC)C1/C=C/c1ccccc1OC
    15, 23, 18, 5, 1, 0, 19, 1
67	CCN(CC)S(=O)(=O)c1ccc(NC(=O)c2cc(=O)[nH]c3ccccc23)cc1
    -15, 10, -27, -9, 13, -7, 3, -10
68	COc1ccc(NC(=O)c2cccc(N3C(=O)c4cccc([N+](=O)[O-])c4C3=O)c2)cc1
    -2, 3, -8, -1, 7, -11, -2, -3
69	Cn1cccc1C(=O)OCC(=O)c1cc2ccccc2o1
    2, 10, -15, -14, -1, -22, 2, -15
70	CCCCC(CC)C(=O)Nc1cccc(SC)c1 (stereo not drawn)
    0, 34, 8, 4, -1, 10, 15, 9
71	CC(C)(C)c1ccc(S(=O)(=O)n2c(CN3CCOCC3)nc3ccccc32)cc1
    2, 10, 4, 2, 8, -12, -5, 3

3 structures already listed, sorted by SMILES length, ascending.
Results follow in this order: Gli-Sufu block, CCR6 antagonist, UBC13 polyUb, SENP8 inh, Apaf1 inhib, 697 NFkB inh, EBI2 block, Jurkat NFkB inh
69	Cn1cccc1C(=O)OCC(=O)c1cc2ccccc2o1
    2, 10, -15, -14, -1, -22, 2, -15
63	CCn1c(N2CCN(C(=S)NC)CC2)nc2ccccc21
    8, 10, 9, 0, -14, 26, 6, -1
64	O=C(NCCN1CCOCC1)c1cc(S(=O)(=O)Nc2ccccc2F)c(Cl)cc1Cl
    4, 6, 2, -5, -24, 10, -7, -5

Source: PubChem
